# High-throughput results: PubChem, National Center for Advancing Translational Sciences (NCATS)
# AmpC detergent: blocks E. coli AmpC beta-lactamase in detergent assay. P00811. AmpC hydrolysis of nitrocefin, absorbance 480 nm, 0.01% Triton. Potency, µM (series often up to 114 µM), without a hit: at the top dose activity change, negative = inhibition, usual class: inhibitors. actives 0.041% (n = 370,000);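 further: potency means the concentration at half of the fitted maximal effect; 0% = no-compound wells and -100% = no-enzyme wells; nearly all actives have a fitted effect of over 25% in size; some results filed as inactive show a strong effect at the top dose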
# Target sequence (P00811 whole entry, looked up): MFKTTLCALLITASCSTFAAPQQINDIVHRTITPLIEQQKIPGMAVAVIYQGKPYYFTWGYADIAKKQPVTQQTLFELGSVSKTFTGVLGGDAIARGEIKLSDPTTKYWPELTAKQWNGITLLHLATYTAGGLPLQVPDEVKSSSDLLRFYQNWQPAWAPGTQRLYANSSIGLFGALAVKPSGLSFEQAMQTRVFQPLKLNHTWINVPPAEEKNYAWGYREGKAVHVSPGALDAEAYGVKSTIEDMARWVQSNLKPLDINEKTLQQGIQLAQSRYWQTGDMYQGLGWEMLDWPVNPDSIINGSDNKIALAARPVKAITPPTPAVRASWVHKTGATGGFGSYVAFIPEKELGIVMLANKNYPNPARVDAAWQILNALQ
#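 AmpC (5.3 nM in the dispensed reagent) in 20 mM phosphate pH 7.0 with 0.01% (detergent screen) or 0.0001% Triton X-100 was preincubated with compounds for 15 min at room temperature. Nitrocefin was then added from an 800 uM solution, and hydrolysis was followed at 480 nm.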
# Giardia FBPA inh: Giardia lamblia aldolase inhibition; A8B2U2; actives 0.71% (n = 290,000); Potency, µM (highest dose often 59.6 µM), for the others: top-dose activity, negative = inhibition, most hits filed as inhibitors; purified Giardia FBPA; further: potency means the concentration at half of the fitted maximal effect; nearly all actives have a fitted effect of over 55% in size
# Target sequence (A8B2U2 whole entry, looked up): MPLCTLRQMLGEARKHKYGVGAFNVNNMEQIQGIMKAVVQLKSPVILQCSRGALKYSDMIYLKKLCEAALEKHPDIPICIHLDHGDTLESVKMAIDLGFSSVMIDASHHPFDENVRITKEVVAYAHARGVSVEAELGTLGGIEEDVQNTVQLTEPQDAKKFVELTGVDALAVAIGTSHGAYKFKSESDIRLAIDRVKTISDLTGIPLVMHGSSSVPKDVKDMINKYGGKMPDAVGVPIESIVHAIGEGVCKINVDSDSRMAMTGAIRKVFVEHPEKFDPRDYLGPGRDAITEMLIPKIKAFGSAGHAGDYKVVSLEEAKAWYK
#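 40 nM FBPA preincubated 10 min at RT with compound (up to 57.5 uM final), then substrate plus GAPDH/TPI/NAD/arsenate coupling and diaphorase/resazurin added. Fluorescence read after 20 min at RT, 525/598 nm.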
# HCMV inh: blocks human cytomegalovirus replication; HFF cells, HCMV-luciferase reporter, 72 h; active compounds read low; activity change, negative = inhibition, % at 57.5 µM; actives 4.5% (n = 410,000); in the data active means activity change below about -60%; inconclusive means no clear call, values can overlap the other calls; inactive means above about -39%
#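 HFF cells seeded 16 h at 37C, treated with compounds, infected with luciferase-reporter HCMV at MOI 1 PFU/cell; luciferase read at 72 h post infection, normalized to buffer-only and Salinomycin controls.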
# Sm TGR inh: S. mansoni TGR enzyme inhibition; Q962Y6; AID 485364; Potency, µM (doses to about 114 µM), inactives show at the top dose activity change, negative = inhibition, actives largely listed as inhibitors; actives 3% (n = 360,000); purified TGR, DTNB reduction, TNB absorbance 405 nm; further: potency means the concentration at half of the fitted maximal effect; nearly all actives have a fitted effect of over 60% in size
#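 TGR 20 nM + NADPH 100 uM (dispensed conc.), cpd preinc 15 min RT; start with NADPH (500 uM addition) then DTNB (15 mM addition). Kinetic TNB absorbance, 405 nm filter. Four-parameter Hill fit across titration.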
# AMA1-RON2 inh: inhibitors of Plasmodium falciparum AMA1-RON2 interaction. AlphaScreen AMA1-biotinylated RON2 peptide binding. Potency, µM (titrated, usually from 58.2 µM), for inactives: at the highest dose activity change, negative = inhibition, actives largely listed as inhibitors. actives 0.2% (n = 360,000). AID 720542;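 further: potency means the concentration at half of the fitted maximal effect; 0% = vehicle wells and -100% = peptide control; nearly all actives have a fitted effect of over 45% in size; some results filed as inactive show a strong effect at the top dose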
#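 AMA1 (3D7) with his tag at 25 nM final met compounds first, then biotinylated RON2 peptide at 25 nM; detection used donor plus acceptor beads, 10 µg/mL apiece, read by AlphaScreen after 30 min at room temperature.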
# HCV inhibitor: HCV inhibition | Huh7.5.1 HCVcc-Cre infection, luciferase reporter, 44 h | Potency, µM (highest dose often 41.8 µM), for inactives: at the highest dose activity change, negative = inhibition, actives largely listed as inhibitors | actives 3.4% (n = 340,000) | AID 651820; further: potency means the concentration at half of the fitted maximal effect
#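 Infectious HCV cell culture screen: compound-treated cells (1,000/well, pre-plated 4 h) are infected with HCVcc-Cre at roughly 0.5 moi and grown 44 h. Infection is quantified by luciferase signal after 15 min substrate incubation at room temperature.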
# The depositor's hits bear a star; ? = inconclusive; · = not tested or not shown; & = joins results of further samples; [ ] = another dose, or the depositor's remark. Unless noted, the call rests on the fitted dose curve; in most records, active means well fitted curve in the direction sought with a large enough effect; inconclusive means small, poorly fitted or top-dose-only effect, or another doubt; inactive means no such curve, though single readings can be large; an effect the other way counts as inactive or inconclusive. Unless noted, on the % scale 0 is the no-effect control and ±100 the full control effect. The order is random (roughly 9.3% active in at least one column).
SMILES,AmpC detergent,Giardia FBPA inh,HCMV inh,Sm TGR inh,AMA1-RON2 inh,HCV inhibitor
CCCOc1ccc(CC(=O)NCC2(c3ccccc3)CCOCC2)cc1OC,-3%,3%,-8,6%,-7%,-20%
COc1cccc(C(C(=O)NC(C)(C)C)N(Cc2ccc(C)cc2)C(=O)CCC(=O)Nc2cc(C)on2)c1OC (centres undefined),-8%,8%,-16,-1%,0%,11µM*
Cc1ccc(S(=O)(=O)NC(Cc2ccccc2)C(=O)O)cc1 (centres undefined),4%,7%,-1,-2%,6%,22%
CC(OC(=O)CNC(=O)c1ccc(F)cc1)C(=O)Nc1ccc(S(=O)(=O)N2CCOCC2)cc1 (centres undefined),4%,·,-18,5%,0%,5%
Cn1nnnc1SCCCNCc1cc(Br)ccc1OCc1ccccc1,12%,·,-63*,-1%,·,·
Cn1c2ccccc2c(=O)c2c(=O)n(Cc3ccco3)c(-c3ccc(C(C)(C)C)cc3)nc21,3%,0%,·,4%,·,·
COC(=O)N1[C@H](Cc2ccccc2)C=C[C@]1(C)C(=O)NCc1ccccn1,?,-6%&0%,·,-25%,52%[activator],-10%[8.37 µM]
Cc1cccc(C(=O)Nc2ccc3c(c2)ncn3C)c1,1%,5%,-13,-14%,10%,45%[activator]
CC1(C)C(=O)N(CC(=O)Nc2ccc(OC(F)(F)F)cc2)c2ccccc21,9%,·,18,13%,·,·
Cc1ccc(-c2cc(Cc3ccc(N(C)C)cc3)c(=O)[nH]n2)cc1,5%,-1%,139,6%,-9%,?
COC(=O)[C@H](CC(C)C)NC(=O)N1CCC(C)CC1,4%,5%,?,5%,7%,27%
Cc1nn(-c2ccccc2)c(Cl)c1/C=N/NC(=O)c1cccnc1,-14%,5%,-2,2%,-16%[2.32 µM],-9%
O=C(NC(Cc1c[nH]c2ccccc12)C(=O)N1CCOCC1)c1cccs1 (centres undefined),3%,5%,-27,1%,-2%,9%
Cc1[nH]c(=S)sc1Cc1ccc(Cl)c(Cl)c1,1%,9%,-8,0%,·,-7%
CC(C)C(Cl)=NOC(=O)Nc1ccc(F)cc1,·,·,?,·,5%,?
Nc1nnc(N)c2ccccc12,-1%,1%,40,-2%,-3%,-9%
O=C(O)c1ccc(S(=O)(=O)NCc2cccnc2)cc1,-5%,4%,3,9%,1%,15%
Cc1ccc(-n2cnc3cc(C(=O)NCCC4=CCCCC4)ccc32)cc1Cl,-4%,·,-20,?,·,·
Cc1cc(C)n2nc(C(=O)NCc3ccccc3)nc2n1,-1%,4%,-1,1%,-10%,11%
O=C(C1=C(O)C(=O)N(CCc2ccccc2)C1c1cccnc1)c1ccco1 (centres undefined),-3%,-10%,75,-24%,2%,-5%
O=C(CCSc1ccccc1)Nc1ccccc1Br,-15%,6%,55,-6%,10%,-4%
Cc1ccccc1/C=C/C1=NCCN1,-10%,0%,-32,4%,-11%,-25%
O=C(CSc1nnc(CNC(=O)c2ccccc2)o1)c1ccccc1,-5%,-2%,22,0%,51%[activator],-5%
COc1cc(C(=O)NCC(=O)N/N=C/c2ccccn2)cc(OC)c1OC,1%,-22%,?,0%,126%[activator],4%
CC1(C)CC(=O)C(C=NCCc2ccc(S(N)(=O)=O)cc2)=C(O)C1,-3%,3%,11,-1%,3%,-2%
NC(=O)c1cc(C(=O)Cc2ccccc2)c[nH]1,4%,-6%,23,-14%,1%,16%
CCC(=O)NC(=S)Nc1ccc(NC(=O)c2ccco2)cc1,-2%,4%,0,-30%,-14%,-12%
CC1(CCc2ccccc2)NC(=O)N(CC(=O)N2CC(=O)Nc3ccccc32)C1=O (centres undefined),-3%,2%,-6,5%,-4%,6%
COC(=O)CCCN1C(=O)c2cccc3cccc(c23)C1=O,-2%,2%,-11,-4%,-9%,-5%
Cc1cc(C)c(C)c(S(=O)(=O)NNC(=O)c2cccc(S(=O)(=O)N3CCOCC3)c2)c1C,-4%,-4%,31,-11%,18%,?
O=C(NCCc1ccc(Cl)cc1)c1cccn1-c1nnc(N2CCCCC2)s1,-2%,·,0,15%,·,·
O=C1COc2ccc(C(=O)COC(=O)Cc3c(F)cccc3Cl)cc2N1,?,·,-35,-4%,-17%,0%
Cn1c(C(C(=O)NCC2CCCO2)N(CCc2ccccc2)C(=O)Cn2nnc3ccccc32)nc2ccccc21 (centres undefined),?,6%,-65*,-11%,12%,11%
Cc1ccc(NC(=O)CS(=O)CC(=O)N(C2CCCC2)C(C)C(=O)NC2CCCCC2)cc1 (centres undefined),-5%,8%,?,-7%,-1%,23%
Cc1ccc(NS(=O)(=O)c2ccc3c(c2)NC(=O)C(C)C(=O)N3)cc1F (centres undefined),1%,·,-15,0%,·,·
Cc1cc(C)c(S(=O)(=O)c2c(C)cccc2C)c(OCC(C)C)n1,-11%,5%,-15,8%,23%,?
CCCCn1nnc(NC(=O)CC23CC4CC(CC(C4)C2)C3)n1,?,-10%,8,-16%,20%,-5%
COc1ccc(NC(=O)Cn2c(=O)n(CCC(C)C)c(=O)c3cccnc32)cc1Cl,18%,·,-4,4%,·,·
Cc1ccc2sc(C)[n+](CCCS(=O)(=O)[O-])c2c1,-4%,-9%,-34,12%,-7%,12%
COc1cc(NC(=O)C2CC(=O)N(Cc3ccco3)C2)cc(OC)c1 (centres undefined),-10%,·,11,-16%,64%[activator],9%
Cc1c(C(=O)Nc2cccc(F)c2)sc2nc(-c3cc4ccccc4oc3=O)[nH]c(=O)c12,10%,·,2,8%,·,·
O=C(C1=C[C@H](c2ccc(Br)cc2)C[C@H](OCCCCO)O1)N1CCN(Cc2ccccc2)CC1,-4%,-5%,42,35µM*,27%,?
O=C(O)c1ccccc1-c1nc(-c2ccccc2)c(-c2ccccc2)[nH]1,-2%,14%,23,7%,3%,6%
O=C(NCCSCc1ccccc1Cl)C1CCN(S(=O)(=O)Cc2ccccc2)CC1,23%,·,8,-12%,·,·
CCCCc1cc(=O)oc2cc(OCc3nn[nH]n3)c(Cl)cc12,-8%,?,32,-4%,0%,-6%

# Structures from the list above that contain two or more sulfur atoms:
SMILES,AmpC detergent,Giardia FBPA inh,HCMV inh,Sm TGR inh,AMA1-RON2 inh,HCV inhibitor
Cc1[nH]c(=S)sc1Cc1ccc(Cl)c(Cl)c1,1%,9%,-8,0%,·,-7%
Cc1cc(C)c(C)c(S(=O)(=O)NNC(=O)c2cccc(S(=O)(=O)N3CCOCC3)c2)c1C,-4%,-4%,31,-11%,18%,?
Cc1ccc2sc(C)[n+](CCCS(=O)(=O)[O-])c2c1,-4%,-9%,-34,12%,-7%,12%
O=C(NCCSCc1ccccc1Cl)C1CCN(S(=O)(=O)Cc2ccccc2)CC1,23%,·,8,-12%,·,·

# More results
SMILES,AmpC detergent,Giardia FBPA inh,HCMV inh,Sm TGR inh,AMA1-RON2 inh,HCV inhibitor
Cc1ccc(OCC(=O)N2CC(C)CC(C)C2)c([N+](=O)[O-])n1 (centres undefined),·,·,-37,·,-2%,-16%
C/C(=N\NC(=O)c1cccnc1)c1cc2ccccc2o1,1%,-6%,?,-6%,21%,5%
COc1cccc(C2C(C(=O)Nc3ccc(Cl)cc3)=C(C)Nc3nc4ccccc4n32)c1OC (centres undefined),16%,·,-18,4%,·,·
CCO[C@@H]1OC(C(=O)NC2CC2)=C[C@H](C)[C@H]1CCCO,0%,5%,7,11%,-20%,17%
CC(C)CCn1cnc2c([nH]c3cccc(Cl)c32)c1=O,?,-1%,32,-5%,-7%,?
COc1ccc2c(c1)C(SCC(=O)NCCc1ccc(Cl)cc1)CC(C)(C)O2 (centres undefined),-6%,0%,21,-1%,0%,?
Cc1cccn2c(=O)nc(SCC(=O)NCc3ccc(F)cc3)nc12,?,·,-35,-1%,1%,7%
Cc1cc(C)n2nc(SCC(=O)N(C(C)C)C(C)C)nc2n1,8%,3%,1,?,14%,10%
COCC(C)n1c(C)cc(C(=O)CSc2cc(C)c3ccccc3n2)c1C (centres undefined),3%,6%,-4,-3%,-9%[11.6 µM],?
CNC(=O)c1ccc(CN(C)CC(=O)Nc2ccccc2C(=O)NC2CC2)cc1,4%,·,-5,-9%,20%[11.6 µM],?
CCOc1ccccc1C1CC(=O)Nc2cc(C)c(C)cc21 (centres undefined),?,1%,-19,2%,-1%,?
CCOc1ccc(CN2CCNC(=O)C2CC(=O)N(C)C2CCCCC2)cc1 (centres undefined),-5%,-16%,-6,?,20%,18%
CCCN1CCN(CCCNC(=O)c2cc3c(=O)[nH]c4ccccc4c3s2)CC1,4%&3%,-5%,26&-35,?,-3%,?
COc1cc2c(=O)n(CCCC(=O)NCC3CCCO3)c(=O)n(CC(=O)c3ccc(F)cc3)c2cc1OC (centres undefined),-9%,-1%,-14,-2%,-5%,?
CCOc1cc(/C=N/NC(=O)COc2ccc(C)cc2)ccc1OC(=O)c1cccs1,0%,-1%,-32,12%,-1%,2%
CC(C)(C)OC(=O)C[C@@H]1C/C=C\C[C@H](CC(=O)NCCO)C(=O)NC[C@H](c2ccccc2)OC1=O,·,·,-5,·,-2%,3%
Cc1csc(C2=C(O)CN(CCc3ccccc3)C2=N)n1,?,2%,18,-3%,7%,-8%
CC(C)NC(=O)/C(=C/c1cn(-c2ccccc2)nc1-c1cccc([N+](=O)[O-])c1)NC(=O)c1ccccc1,-7%,-11%,-3,2%,-8%,-1%
CC(C)(C)c1ccc(C(=O)Nc2ccc(NC(=O)C(=O)O)cc2)o1,-1%,11%,3,0%[57.1 µM],0%,-5%
CCC(C)NC(=O)c1c(N)n(/N=C/c2cccs2)c2nc3ccccc3nc12 (centres undefined),-7%,1%,·,8%,·,·
O=C(NCCCN1CCOCC1)c1ccc(Cl)s1,-9%,2%,-22,10%,3%,21%
COc1cc(OC)c(/C=N/NC(=O)c2ccc(NC(C)=O)cc2)cc1Br,0%,1%,-22,0%,-5%,-6%
COc1ccc(-n2c(C(C)(C)C)csc2=Nc2c(C)n(C)n(-c3ccccc3)c2=O)cc1,-6%,4%,-24,12%,-1%,-10%
Cc1ccc(CN2CCSc3sccc3C2=O)cc1,-4%,-17%,18,0%,35%[activator],8%
O=C(NCCc1c[nH]c2ccccc12)C1CCCN(S(=O)(=O)c2ccccc2)C1 (centres undefined),-6%,11%,97,4%,-4%,-8%
CSc1ccc(/C=N/NC(=O)c2cccc(O)c2)cc1,-6%,-2%,98,-9%,-3%,7%
CC(NC(=O)c1csc2ccccc12)C1CCCO1 (centres undefined),2%,0%,118,0%,3%,?
CC(=O)N1CCc2ccc([N+](=O)[O-])cc21,·,·,-23,·,-8%,1%
O=C1C2CC(O)CN2C(=S)N1Cc1ccccc1 (centres undefined),1%,-1%,-2,2%,-19%,4%
